Screening data (PubChem BioAssay)
MBNL1-CUG inh = blocks human MBNL1 binding to CUG repeat RNA. Potency, µM (top dose mostly 57.5 µM), without a hit: at the top dose activity change, negative = inhibition, actives largely listed as inhibitors. TR-FRET MBNL1-His/biotin-(CUG)12 binding, 665/545 ratio. actives 0.036% (n = 280,000). Q9NR56; active = well fitted inhibition curve with a large enough effect in the signal ratio, with a control signal flat, not every such curve was filed as active; inconclusive = small, poorly fitted or top-dose-only effect, or effect the other way, or a change in a side signal; inactive = no such curve, though single readings can be large or run the other way; the % refers to the signal ratio; also: % is scaled to controls: 0 for no effect and ±100 for the full control effect
Target sequence (Q9NR56 whole entry, looked up): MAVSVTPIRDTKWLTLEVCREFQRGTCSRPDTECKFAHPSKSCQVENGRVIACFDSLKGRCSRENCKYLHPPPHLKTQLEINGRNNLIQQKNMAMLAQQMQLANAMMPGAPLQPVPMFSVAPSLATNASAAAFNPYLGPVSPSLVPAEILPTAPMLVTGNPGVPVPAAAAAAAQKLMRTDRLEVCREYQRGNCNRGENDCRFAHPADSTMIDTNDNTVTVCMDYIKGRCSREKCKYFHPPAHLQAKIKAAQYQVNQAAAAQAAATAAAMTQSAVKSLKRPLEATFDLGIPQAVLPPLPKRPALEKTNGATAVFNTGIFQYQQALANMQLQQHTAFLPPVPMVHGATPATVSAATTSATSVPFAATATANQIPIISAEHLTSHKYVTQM
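Compound titration spanned 92 nM–58 uM against the MBNL1-His/biotin-(CUG)12 complex. After 60 min at room temperature with 5 nM streptavidin-XL665 and 0.055 ng/ul terbium anti-His, ratiometric 665/545 nm emission (Ex 340 nm) normalized to controls.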
BRCA1 expr up = increases BRCA1 expression; MCF7-BRCA1-FFLuc reporter, luminescence, 48 h; response scale: scaled: vehicle 0%, 10 µM genistein 100%; Potency, µM (titrated, usually from 46.1 µM), without a hit: top-dose activation, hits mostly activators; actives 1.1% (n = 380,000); also: nearly all actives have a fitted effect of over 80% in size; some results filed as inactive show a strong effect at the top dose
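Quantitative HTS in MCF7 cells stably reporting BRCA1 expression via firefly luciferase. Compound treatment lasts 48 h at 37 °C in phenol-red free MEM. Activation is expressed relative to genistein at 10 microM and DMSO.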
RORg inh = blocks mouse ROR gamma transcriptional activity | actives 5.4% (n = 310,000) | AID 2551 | Drosophila S2 Gal4-RORgamma UAS-luciferase reporter, 20 h | P51450 | Potency, µM (top dose mostly 53.6 µM), for the others: at the highest dose activity change, negative = inhibition, hits mostly inhibitors; also: % is scaled to controls: 0 for no effect and ±100 for the full control effect; nearly all actives have a fitted effect of over 60% in size
Target sequence (P51450 whole entry, looked up, the tested form may be a part): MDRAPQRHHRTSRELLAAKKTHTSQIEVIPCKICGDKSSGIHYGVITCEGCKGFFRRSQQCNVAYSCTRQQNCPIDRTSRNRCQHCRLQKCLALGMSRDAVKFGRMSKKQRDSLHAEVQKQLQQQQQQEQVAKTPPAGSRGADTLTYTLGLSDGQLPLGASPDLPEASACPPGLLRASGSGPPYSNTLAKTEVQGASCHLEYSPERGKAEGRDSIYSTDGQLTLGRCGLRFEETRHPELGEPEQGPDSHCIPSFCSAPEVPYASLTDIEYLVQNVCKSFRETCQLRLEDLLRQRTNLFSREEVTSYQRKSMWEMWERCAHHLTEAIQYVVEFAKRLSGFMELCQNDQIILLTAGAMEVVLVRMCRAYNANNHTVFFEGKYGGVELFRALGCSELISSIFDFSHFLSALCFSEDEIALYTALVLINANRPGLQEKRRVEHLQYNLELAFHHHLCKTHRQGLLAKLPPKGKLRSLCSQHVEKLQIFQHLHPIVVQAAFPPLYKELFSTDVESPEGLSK
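Stable Schneider cell line, Gal4 DNA-binding domain fused to ROR gamma, UAS-luciferase. Cmpd 1 hr RT → CuSO4 700 uM final → 20 hr RT → luciferase reagent 10 min → luminescence.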
NPC1 promoter act = activators of NPC1 promoter; Huh7 NPC1 promoter luciferase reporter, 24 h; actives 2.4% (n = 320,000); AID 485313; Potency, µM (series often up to 9.22 µM), inactives show at the top dose activation, actives largely listed as activators;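 also: % of control where 0% means no effect; nearly all actives have a fitted effect of over 60% in size; reporter is driven by a mutant NPC1 promoter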
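Quantitative HTS used a cell-based reporter: Huh7 cells stably bearing the NPC1 promoter upstream of luciferase were treated with compounds for 24 h, and promoter activation was read as luminescence.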
uPA generation = blocks generation of uPA at the cell surface | cell surface uPA generation assay, qHTS | Potency, µM (doses to about 38.3 µM), for the others: at the top dose activity change, negative = inhibition, actives largely listed as inhibitors | actives 0.31% (n = 330,000) | AID 540303; active = well fitted inhibition curve with a large enough effect; inconclusive = small, poorly fitted or top-dose-only effect; inactive = no such curve, though single readings can be large or run the other way; tested in mouse RAW 264.7 cells; also: % is scaled to controls: 0 for no effect and ±100 for the full control effect; nearly all actives have a fitted effect of over 55% in size
Gal4-VP16 FLuc = Gal4-VP16 reporter inhibition counter-screen. Drosophila S2 Gal4-VP16 UAS-luciferase, luminescence, 20 h. Potency, µM (series often up to 53.6 µM), inactives show at the highest dose activity, negative = inhibition, hits mostly inhibitors. actives 3.5% (n = 310,000);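 also: Gal4-VP16 expression switched on by copper sulfate through the metallothionein promoter; % is scaled to controls: 0 for no effect and ±100 for the full control effect; nearly all actives have a fitted effect of over 50% in size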
Rab9 prom act = Rab9 promoter activation; AID 485297; Huh7 Rab9 promoter-luciferase reporter, luminescence, 24 h; Potency, µM (titrated, usually from 9.22 µM), for the others: top-dose activation, negative = inhibition, hits mostly activators; actives 2.8% (n = 320,000); also: % of control where 0% means no effect; nearly all actives have a fitted effect of over 60% in size
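Cell-based reporter: Huh7 stable for Rab9 promoter-driven luciferase, plated in reduced-serum medium with 10% FBS at 1500 cells/well, compound-treated 24 h at 37 °C, luminescence read after 10 min reagent.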
p53 reactivation = re-activators of mutant p53. H1299 p53-A138V BP100-luciferase reporter, luminescence, 24 h. Potency, µM (top dose mostly 92.2 µM), without a hit: at the top dose activity change, positive = activation, hits mostly activators. actives 0.063% (n = 320,000); also: % of control where 0% means no effect; nearly all actives have a fitted effect of over 45% in size
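H1299 (p53-null), stable ts p53-A138V + BP100-Luc; 1000 cells/well, Opti-MEM/10% FBS; cpd 4 pt, 1:5; 24 h, 37 deg C, 5% CO2; detection reagent 10 min RT; luminescence.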
FLuc modulator = inhibits or activates purified firefly luciferase, miR-21 counter-screen; purified FLuc, Km substrates, luminescence inhibition; Potency, µM (series often up to 57.5 µM), inactives show at the top dose activity change, negative = inhibition, usual class: inhibitors; actives 6.9% (n = 360,000); AID 588342;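 also: plate controls were vehicle for no effect and reference inhibitor for full effect; nearly all actives have a fitted effect of over 55% in size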
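Purified P. pyralis luciferase, 10 nM final, with Km-level 10 uM D-luciferin and 10 uM ATP in 50 mM Tris acetate pH 7.5, 10 mM Mg acetate, 0.01% Tween-20, 0.05% BSA; 6-point qHTS titration about 60 µM downward; luminescence read.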
ELG1 genotoxic = induces genotoxicity in HEK293T cells with luciferase-tagged ELG1 | HEK293T ELG1-luciferase reporter, luminescence, 16 h | Potency, µM (doses to about 46 µM), inactives show top-dose activity change, positive = activation, actives largely listed as activators | actives 1.3% (n = 330,000) | AID 504466; also: % of control where 0% means no effect; nearly all actives have a fitted effect of over 60% in size
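HEK293T cells expressing luciferase-tagged ELG1 were exposed to compound or DMSO vehicle for 16 hr at 37 °C and 5% CO2. Luciferase activity was then measured with ONE-Glo after 30 min at room temperature.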
Active calls of the source: *; u = inconclusive; x = not tested or not shown; [ ] = dose if it differs, or a comment. Unless noted, calls follow the shape of the dose curve; as a rule, active = well fitted curve in the direction sought with a large enough effect; inconclusive = small, poorly fitted or top-dose-only effect, or another doubt; inactive = no such curve, though single readings can be large; an effect the other way counts as inactive or inconclusive. Potency is read from the fitted curve at half-maximal effect.

Value order: MBNL1-CUG inh	BRCA1 expr up	RORg inh	NPC1 promoter act	uPA generation	Gal4-VP16 FLuc	Rab9 prom act	p53 reactivation	FLuc modulator	ELG1 genotoxic
O=C(c1cc(S(=O)(=O)N2CCCCC2)ccc1Cl)N1CCOCC1
→ -2%	6%	-17%	-4%	15%	-8%	3%	5%	0%	1%
CC1CN(C(=S)Nc2cccc(Cl)c2Cl)CC(C)O1 (stereo not drawn)
→ 0%	0%	18µM*	-3%	-2%	u	-1%	-7%	4%	-7%
COc1ccc(C)cc1N(CC(=O)Nc1cccnc1)S(=O)(=O)c1ccc(C)cc1
→ -2%	-11%	27%	-4%	-3%	7%	-8%	-5%	-1%	-5%
C/C(=N\NC(=S)Nc1ccc(C)cc1)c1cccc(N)c1
→ -3%	-3%	2.8µM*	17%	4%	13µM*	23%	u	u	-3%
O=C(O)CNS(=O)(=O)c1ccc(C2CCCCC2)cc1
→ -2%	-15%	-1%	-1%	-5%	-5%	-4%	7%	u	-3%
CCOC(=O)C1CCCN(C(=O)Cn2nc(C)n3nc(-c4ccccc4)cc3c2=O)C1 (stereo not drawn)
→ 6%	-3%	13%	-3%	-2%	-10%	-8%	-5%	-1%	-4%
COc1cc2[nH]c(=O)n(CCCCCC(=O)NCCCN3CCOCC3)c(=O)c2cc1OC
→ -8%	-5%	-16%	-2%	0%	4%	0%	-4%	0%	-2%
CCc1ccc(N(C)S(=O)(=O)c2ccc3[nH]cc(C(=O)NCCN4CCOCC4)c(=O)c3c2)cc1
→ 8%	1%	6%	-6%	-3%	-15%	-1%	-1%	17%	-2%
O=C(N/N=C/c1cccnc1)c1cc(-c2ccccc2)nc2ccccc12
→ 7%	-52%	0%	0%	-2%	0%	-2%	-5%	11µM*	-3%
O=C(OCCN1CCOCC1)c1cccs1
→ 1%	10%	28%	-2%	1%	-8%	-23%	x	1%	x

New compounds follow.
Value order: MBNL1-CUG inh	BRCA1 expr up	RORg inh	NPC1 promoter act	uPA generation	Gal4-VP16 FLuc	Rab9 prom act	p53 reactivation	FLuc modulator	ELG1 genotoxic
CCCCn1c(=O)n(CC(=O)Nc2ccc(OC)c(Cl)c2)c(=O)c2c1nc(CO)n2CCC
→ 6%	-23%	-2%	0%	-1%	-16%	-2%	-12%	6%	2%
CC1(C)CC(=O)C2=C(C1)NC(=O)CC2c1cc2c(cc1Br)OCO2 (stereo not drawn)
→ -3%	-21%	30%	-4%	7%	3%	0%	-12%	0%	3%
COc1ccc(CCNC(=O)CSc2nc(-c3ccco3)cc(C(F)(F)F)n2)cc1
→ 3%	2%	7%	-2%	-5%	-3%	5%	-14%	4%	-1%
COc1ccc(C(=O)c2sc3nc(-c4ccccc4)ccc3c2N)cc1
→ 54%[activator]	-41%	u	-3%	7%	-18%	-10%	18%	-18%	0%
O=C(NCC(c1ccco1)N1CCCC1)c1ccc(S(=O)(=O)Nc2ccccc2Cl)cc1 (stereo not drawn)
→ x	-1%	x	-1%	-14%	x	-14%	-6%	7%	-6%
COc1ccc(-n2c3c(c(=O)[nH]c2=O)C(NC(=O)c2ccncc2)(C(F)(F)F)C(=O)N3)cc1 (stereo not drawn)
→ -3%	18%	-2%	-2%	5%	-4%	0%	3%	5%	14%
COC(=O)C1=C(C)N=c2s/c(=C/c3cccs3)c(=O)n2C1c1ccc(F)cc1 (stereo not drawn)
→ 3%	-19%	25%	-4%	x	3%	-5%	2%	-1%	-10%
CCCCn1c(=O)[nH]c(=O)c2c1nc(-c1cc(Br)ccc1OC)n2C
→ 0%	-36%	2%	2%	-1%	3%	-5%	-11%	2%	1%
Cc1ccc(OCC(=O)N2N=C(C(F)(F)F)CC2(O)C(C)(C)C)cc1C (stereo not drawn)
→ -1%	-61%	-70%	-6%	-8%	u	-1%	3%	-1%	-6%
CCOc1ccccc1NC(=O)CCNC(=O)c1ccco1
→ 5%	-17%	1%	2%	0%	7%	7%	0%	1%	-3%

The listing continues:
Value order: MBNL1-CUG inh	BRCA1 expr up	RORg inh	NPC1 promoter act	uPA generation	Gal4-VP16 FLuc	Rab9 prom act	p53 reactivation	FLuc modulator	ELG1 genotoxic
Cc1ccc(C(=O)NCCCn2ccnc2)cc1[N+](=O)[O-]
→ u	-32%	13%	3%	2%	u	10%	-3%	-8%	-1%
CC(=O)c1c(C)[nH]c(C(=O)NCc2ccc(F)cc2)c1C
→ 1%	0%	5%	-2%	3%	26%	-1%	0%	1%	0%
COc1ccc(CC2(CO)CCN(Cc3cccc4nccnc34)CC2)cc1
→ u	-16%	21%	-4%	-1%	15%	1%	0%	u	2%
CCOC(=O)C1CCCCN1Cc1ccc(OC)c(OC)c1 (stereo not drawn)
→ -3%	-1%	-12%	-4%	-4%	0%	-1%	-1%	1%	0%
CCC1Oc2ccccc2N(CC(=O)NCCN2CCCC2)C1=O (stereo not drawn)
→ -2%	0%	-4%	2%	4%	-4%	9%	6%	0%	0%
Cn1c(-c2cccc(Br)c2)cnc1NCc1ccccc1O
→ -9%	8%	41%	-1%	-3%	-5%	0%	2%	-8%	-3%
OCCN1CCN(C(=S)NCCc2ccccc2)CC1
→ -7%	49%	29%	2%	0%	14%[0.365 µM]	16%	u	-10%	23%
CC1CN(C(=S)NC(=O)c2ccc(Cl)cc2)CC(C)O1 (stereo not drawn)
→ 1%	0%	1.6µM*	-5%	1%	0.79µM*	-3%	-4%	7%	1%
COc1ccc(-c2nc(-c3cccnc3)no2)cc1OC
→ -14%	u	-15%	u	-7%	-5%	u	12%	17µM*	u
COc1ccc(CNc2nc3ccccc3n2C)c(O)c1
→ 0%	1.6µM*	21%	2.5µM*	1%	17%	3.2µM*	23%	8.5µM*	u

Next section
Value order: MBNL1-CUG inh	BRCA1 expr up	RORg inh	NPC1 promoter act	uPA generation	Gal4-VP16 FLuc	Rab9 prom act	p53 reactivation	FLuc modulator	ELG1 genotoxic
Nc1nc(SCc2ccc(Cl)cc2)ns1
→ -11%	91%	-35%	19%	6%	7.1µM*	15%	u	u	17%
COc1cc2c(cc1OC)C(C)N(C(=O)CCc1c[nH]c3ccccc13)CC2 (stereo not drawn)
→ -6%	-30%	1%	-5%	-10%	1%	0%	-1%	0%	0%
C/C(=N\Nc1nc(N2CCOCC2)nc(N2CCOCC2)n1)c1cccc([N+](=O)[O-])c1
→ x	-16%	19%	-3%	3%	-6%	-3%	15%	-7%	-7%
CC1(C)Cc2c(c(N3CCCC3)nc3sc4c(N5CCN(CCO)CC5)ncnc4c23)CO1
→ -2%	-19%	17%	-2%	-20%	-11%	-2%	-3%	-3%	-12%
CCc1ccc(-c2nc(C(N)=O)c3[nH]c(=O)n(-c4ccccc4OC)c3n2)cc1
→ 6%	-60%	u	-25%	u	-5%	-26%	-4%	6%	u
O=C(/C=C/c1ccc(OCCCF)cc1)Nc1ccnc(-c2ccncc2)n1
→ 7%	-3%	u	0%	4%	u	-1%	-3%	u	-9%
Cc1occc1-c1nnc(SCC(=O)NC2CCCC2)n1C
→ 0%	-1%	-14%	2%	6%	-7%	-1%	4%	-1%	1%
CCCc1nc2oc3c(NCCOCCO)ncnc3c2c2c1COC(C)(C)C2
→ -5%	-10%	-19%	18%	-6%	-13%	2%	1%	1%	-3%
CN(Cc1cnn(Cc2ccccc2)c1)C(=O)c1cccc(S(=O)(=O)N2CCOCC2)c1
→ x	-22%	x	-20%	6.3µM*	x	-15%	15%	4%	-1%
CC(OC(=O)COc1ccc(C#N)cc1)C(=O)Nc1ccc(Cl)cn1 (stereo not drawn)
→ x	5%	x	-7%	6%	x	-2%	6%	7%	-1%
CCOC(=O)c1[nH]c2cc3c(cc2c1NC(=O)CN1CC(C)CC(C)C1)OCO3 (stereo not drawn)
→ -5%	-83%	-13%	2%	-2%	-9%	2%	0%	-8%	1%

6 compounds drawn at random from the list so far, as already listed:
Value order: MBNL1-CUG inh	BRCA1 expr up	RORg inh	NPC1 promoter act	uPA generation	Gal4-VP16 FLuc	Rab9 prom act	p53 reactivation	FLuc modulator	ELG1 genotoxic
O=C(c1cc(S(=O)(=O)N2CCCCC2)ccc1Cl)N1CCOCC1
→ -2%	6%	-17%	-4%	15%	-8%	3%	5%	0%	1%
O=C(N/N=C/c1cccnc1)c1cc(-c2ccccc2)nc2ccccc12
→ 7%	-52%	0%	0%	-2%	0%	-2%	-5%	11µM*	-3%
O=C(OCCN1CCOCC1)c1cccs1
→ 1%	10%	28%	-2%	1%	-8%	-23%	x	1%	x
COc1ccc(CNc2nc3ccccc3n2C)c(O)c1
→ 0%	1.6µM*	21%	2.5µM*	1%	17%	3.2µM*	23%	8.5µM*	u
C/C(=N\NC(=S)Nc1ccc(C)cc1)c1cccc(N)c1
→ -3%	-3%	2.8µM*	17%	4%	13µM*	23%	u	u	-3%
CCCc1nc2oc3c(NCCOCCO)ncnc3c2c2c1COC(C)(C)C2
→ -5%	-10%	-19%	18%	-6%	-13%	2%	1%	1%	-3%
